# TTR transcr act = increases transthyretin transcription; AID 1117267; 1.3% of 92,000 active; SH-SY5Y TTR promoter Gaussia luciferase, luminescence; 100% = recombinant luciferase protein wells; activation, % at 16.7 µM;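 active means activation above the mean of all tested compounds plus 3 SD, cut at about 9.5% in these data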;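 further: cells exposed to compounds for one day before reading; 0% = median of all test compound wells on the plate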
# * marks the source's active call; other numbers are inactive results; & = joins results of further samples. An excerpt. The share of hits here may be higher or lower than overall.
SMILES,TTR transcr act
COc1ccc(C(C(=O)NCc2ccc(F)cc2)N(C(=O)c2csnn2)C2CC2)cc1 (stereo not drawn),0.1
COc1ccc(C(F)(F)F)cc1NC(=O)c1nc2nc(C)cc(C(F)F)n2n1,-1.1
Cc1ccc(C(=O)O/N=C/c2c(C(F)(F)F)nn(C)c2Sc2ccc(Cl)cc2)cc1,-2.2
CCCCCc1nnc(NC(=O)C(=O)OCC)s1,-0.8
O=C(NCc1ccccn1)c1nc(-c2cccs2)no1,0.1
NC(=O)c1ncn([C@@H]2O[C@H](CNC(=O)[C@@H](N)Cc3cccnc3)[C@@H](O)[C@H]2O)n1,-0.5
CC(C)CN1C(=O)C[C@@]2(C(=O)N(C)c3ccc(NC(=O)C(F)(F)F)cc32)C1c1ccccc1 (stereo partly drawn),5.0
COc1ccc(C(=O)C2CCN(c3ncnc4sccc34)CC2)cc1,-3.9
COc1ccc(NS(=O)(=O)Cc2ccccc2)cc1OC,-2.5
Cc1cc(C)c(C)c(/C=C(/C#N)C(N)=S)c1C,2.6
O=C(CNS(=O)(=O)c1ccccc1)Nc1ccccc1Br,-0.7
COc1ccc(Cl)cc1NC(=O)CCN1CCN(Cc2ccccc2)CC1,0.0
CC(C)NC(=O)C1(C)CN(S(C)(=O)=O)CC(=O)N1Cc1cccc(C(F)(F)F)c1 (stereo not drawn),-1.0
CC1(C(=O)NCc2cccc3ccccc23)CCN1CCc1ccccc1 (stereo not drawn),0.2
CCc1ccc(C(=O)/C=C/Nc2ccc(S(=O)(=O)Nc3cnc4ccccc4n3)cc2)cc1,1.7
O=S1(=O)CCO[C@H]2Cc3ccccc3[C@H]2N1Cc1ccc(F)cc1,-2.2
COc1ccc2c(-c3ccccc3)cc(SCC(=O)NC3CCS(=O)(=O)C3)nc2c1 (stereo not drawn),-1.7
Fc1ccc(C(c2nnnn2CCc2ccccc2)N2CCCc3ccccc32)cc1 (stereo not drawn),-4.6
CC(C)OC(=O)c1cn(-c2ccccc2)nc1-c1ccc2c(c1)OCCO2,-3.4
CCOC(=O)c1cccc(NC(=O)C2CCCO2)c1 (stereo not drawn),2.8

# An excerpt of these results, with tabs:
Compound	TTR transcr act
COc1ccc(C(F)(F)F)cc1NC(=O)c1nc2nc(C)cc(C(F)F)n2n1	-1.1
Cc1ccc(C(=O)O/N=C/c2c(C(F)(F)F)nn(C)c2Sc2ccc(Cl)cc2)cc1	-2.2

# (continued)
SMILES,TTR transcr act
COc1ccc(NS(=O)(=O)c2ccc(NC(=S)NC(=O)/C=C/c3ccccc3)cc2)nn1,-2.9
Cc1cccc(NC(=O)CC2NCCNC2=O)c1 (stereo not drawn),1.6
Cc1cccc(N2CCN(C(=O)COc3noc4nc(C)cc(C)c34)CC2C)c1 (stereo not drawn),1.4
CCC(=O)Nc1sc(C(=O)Nc2ccccc2OC)c(C)c1C(=O)OC,-1.3
Cc1cccc(C)c1NC(=S)N(CCCN1CCOCC1)Cc1cccnc1,3.5
CN(C(=O)Cn1nc(C(=O)O)c2ccccc2c1=O)c1ccccc1,-0.9
COc1ccc(CCn2c(N)cc(=O)[nH]c2=S)cc1OC,2.8
Cc1onc(-c2ccccc2)c1C(=O)N1CCCC(C(F)(F)F)C1 (stereo not drawn),0.6
COc1ccc(CCNC(=O)c2coc(=O)c(Br)c2)cc1,-3.6
COC(=O)C1=CN(Cc2ccc(OC)c(OC)c2)C=C(C(=O)OC)C1c1ccc(O)cc1,-0.7
CCOC(=O)N1CCN(S(=O)(=O)c2ccc(C(=O)Nc3nc4ccccc4s3)cc2)CC1,-2.1
CC(=O)Nc1ccc(C(=O)OCc2ccc(Br)cc2)cc1,-1.7
COC(=O)[C@@]1(C)[C@H]2C(=O)N(Cc3ccccc3)C(=O)[C@H]2[C@H]2CN(C)C(=NC3CCCCC3)N21,4.6
CCSc1nnc(NC(=O)Cn2cnc3ccccc3c2=O)s1,1.0
COc1ccc(S(=O)(=O)N2CCCCC2)cc1NC(=O)CN1C(=O)NC(C)(C2CC2)C1=O (stereo not drawn),4.1
COc1cc(C(=O)NCC(=O)OCC(=O)c2ccc[nH]2)cc(OC)c1OC,-1.3
CCNS(=O)(=O)c1ccc(NC(=O)Cc2ccc(F)cc2)cc1,2.6
COc1ccc(OCCNc2cc(Cl)ccc2[N+](=O)[O-])cc1,-1.1
Nc1nonc1OCCN1CCN(c2ccc([N+](=O)[O-])c3cccnc23)CC1,-1.6
CCCNC(=O)NC(=O)CSc1nc2cc(C(=O)OC)ccc2c(=O)n1-c1ccccc1,5.5

# Quoted at random: two records from the list.
SMILES,TTR transcr act
CCOC(=O)N1CCN(S(=O)(=O)c2ccc(C(=O)Nc3nc4ccccc4s3)cc2)CC1,-2.1
CC(=O)Nc1ccc(C(=O)OCc2ccc(Br)cc2)cc1,-1.7

# (cont.)
SMILES,TTR transcr act
Cc1ccc(C)c(NS(=O)(=O)c2cc3c4c(c2)CC(=O)N4CCC3)c1,0.7
Cc1nc(SCC(=O)N(C)c2ccccc2)[nH]c(=O)c1C,0.3
CC1=CC(=O)N(c2cccc3c(N4C(=O)C=C(C)C4=O)cccc23)C1=O,2.1
O=C(Nc1cc(=O)[nH]c2ncnn12)c1ccco1,1.1
CCCCCc1ccc(-c2cn(Cc3cccc(OC)c3)nn2)cc1,-0.5
CC1=Nc2ccccc2/C1=C/c1c(N)n2c(S(=O)(=O)C(C)C)nsc2nc1=O,-1.4
CN(C)/C=C1\N=C(c2ccccc2)OC1=O,0.8
CCSc1nnc2c(n1)OC(C)(C)Nc1ccccc1-2,-0.8
Cc1sc(-c2cccnc2)nc1OC(=O)C1CC1,-2.2
CC(C)Nc1nc(Nc2ccc(F)cc2)c2sccc2n1,-1.0
COc1ccc(NC(=O)CCNC(=O)c2ccco2)c(OC)c1,0.3
COc1ccc2[nH]c(=O)c(CNc3ccccc3OC)cc2c1,1.9
O=C(NCc1ccccc1Cl)C1CCN(S(=O)(=O)N2CCC3(CC2)OCCO3)CC1,-1.2
C[C@@H]1CN([C@@H](C)CO)C(=O)CCCn2nncc2CO[C@H]1CN(C)C(=O)Nc1cccc2ccccc12,-0.5
COc1cccc(CN2CC(C(=O)N3CCCCCCC3)CCC2=O)c1 (stereo not drawn),0.8
COc1ccc(CNc2nc3ccccc3n2Cc2ccc(Cl)cc2)cc1OC,-0.8
CCS(=O)(=O)n1nc(-c2ccco2)nc1N,1.5
CC(Oc1ccc(Cl)cc1)/C(N)=N/O (stereo not drawn),2.1
N#Cc1ccc(NC(=O)OC2CC3CC2[C@H]2CCCCN2[C@H]3Cc2ccccc2)cc1 (stereo partly drawn),-0.4
Cc1cc(C)cc(N2C(=O)CN(Cc3ccccc3)C2=S)c1,0.9
COc1ccc(CC(=O)NC(C)c2nnc(SCC(=O)Nc3ccccc3F)n2C)cc1 (stereo not drawn),2.0
CCN1CCCC1CNC(=O)c1csc2c1CCCC2 (stereo not drawn),-1.5
CNC(=O)/C(C#N)=C/c1ccc(-c2nc3ccccc3s2)o1,-3.9
COc1ccc(NS(=O)(=O)c2cccc(NC(=O)C34CCC(CC3)C4)c2)cc1,-1.6
CCC(C(=O)NCc1ccc(OC)cc1)n1nc(C)n2c(cc3occc32)c1=O (stereo not drawn),3.3
CC1Cc2ccccc2N1C(=O)CO/N=C/c1ccccc1OC(F)F (stereo not drawn),0.2
C=C/C(C)=C/CC1C(=C)CCC2C(C)(C(=O)O)CCCC12C (stereo not drawn),-0.5
C/C(NC(=O)c1cccc(F)c1)=C1/C(=O)C[C@@H]2[C@H]1C2(C)C,-2.5
CSc1ncc(C(=O)Nc2cccc(S(N)(=O)=O)c2)n1-c1ccccc1,-0.4
CC(C)Sc1nnc(CNC(=O)C23CC4CC(CC(C4)C2)C3)n1Cc1ccccc1,-1.7
C#CCOCCOCCOCCNc1nc(N2CCN(C(=O)[C@H](CCCN=C(N)N)n3cc(C(N)[C@@H](C)CC)nn3)CC2)nc(N2CCN(C(=O)[C@H](CCCCN)n3cc([C@@H](N)CC(N)=O)nn3)CC2)n1 (stereo partly drawn),-1.6
Cc1ccc(N(CCC#N)C(=O)COC(=O)C2CCN(S(=O)(=O)c3ccc4c(c3)OCCO4)CC2)cc1,-1.6
CCc1nnc2sc(-c3cc(-c4ccccc4)nc4ccccc34)nn12,3.2
CCNC(=S)Nc1ccc(Cc2nc3ccccc3[nH]2)cc1,0.3
Cn1c(SCC(=O)N2CCOCC2)nnc1-c1cnccn1,-0.7
Cc1c(C(=O)N2CCCCC2)sc(NC(=O)C2CC2)c1C#N,3.2
COC(=O)COc1ccc2oc(=O)cc(C)c2c1,-3.3
O=S(=O)(c1ccc2c(c1)CCN2)N1CCCC1,5.5
CN(Cc1ccccc1)C(=O)c1nc[nH]c1C(=O)N1CCN(C(=O)OC(C)(C)C)CC1,-0.1
Cn1c(=O)oc2ccccc2c1=O,0.1

# Molecules above containing a Cl atom (6):
SMILES,TTR transcr act
Cc1ccc(C(=O)O/N=C/c2c(C(F)(F)F)nn(C)c2Sc2ccc(Cl)cc2)cc1,-2.2
COc1ccc(Cl)cc1NC(=O)CCN1CCN(Cc2ccccc2)CC1,0.0
COc1ccc(OCCNc2cc(Cl)ccc2[N+](=O)[O-])cc1,-1.1
O=C(NCc1ccccc1Cl)C1CCN(S(=O)(=O)N2CCC3(CC2)OCCO3)CC1,-1.2
COc1ccc(CNc2nc3ccccc3n2Cc2ccc(Cl)cc2)cc1OC,-0.8
CC(Oc1ccc(Cl)cc1)/C(N)=N/O (stereo not drawn),2.1

# Other entries
SMILES,TTR transcr act
c1ccc(N(c2ccccc2)c2nc(-n3ccnc3)nc(-n3ccnc3)n2)cc1,-3.1
Nc1ncnc2c1ncn2[C@@H]1O[C@H](C(=O)N[C@@H](CO)Cc2ccccc2)[C@@H](O)[C@H]1O,1.0
COc1ccc(CN=C2NN=C(c3ccc(Cl)cc3)CS2)cc1,0.6
O=C(C[C@H]1C(=O)N(CCc2ccccc2)C[C@@H]1Cc1ccccc1)Nc1ccc(Br)cc1,2.5
CC(C(=O)OCC(=O)c1ccccc1)N1C(=O)C2C3CCC(C3)C2C1=O (stereo not drawn),2.4
CN(C)c1ccc(/C=N/Nc2nncc3ccccc23)cc1,-1.3
CC(C)(C)c1ccc(-c2n[nH]c(=S)n2CCCN2CCOCC2)cc1,0.5
CCOc1cc(CNc2ccc(N3CCOCC3)cc2)cc(Br)c1OCC,0.6
CC(=O)c1sc(-c2ccc(Cl)cc2)cc1N,-0.8
CC(C)(CO)NCC#Cc1ccccc1,0.3
O=C(CCCN1C(=O)/C(=C/c2ccco2)SC1=S)Nc1ccccc1C(=O)O,-0.1
Cc1nc(C(F)(F)F)ccc1C(=O)Nc1ccccc1N1CCOCC1,2.1
CN(C(=O)c1cccc(NC(=O)C2CCCN(C(=O)OC(C)(C)C)C2)c1)C1CCC1 (stereo not drawn),-3.8
CC1(c2nnnn2Cc2ccccc2)CCC(=O)N1Cc1cccnc1 (stereo not drawn),-0.7
O=C1N2CCCCC1(Sc1ccccc1)CCC2 (stereo not drawn),-0.7
NS(=O)(=O)c1ccc(NC(=O)/C=C/c2ccco2)cc1,-0.2
CCOC(=O)c1cc(-c2ccc(N3C(c4ccsc4)=Cc4ccccc4C3CC(C)=O)cc2)cc([N+](=O)[O-])c1 (stereo not drawn),3.6
COc1ccc2c(C=Nc3c(C)n(C)n(-c4ccccc4)c3=O)c(O)n(Cc3ccco3)c(=O)c2c1,-2.0&-3.0
CC1CCN(CCC(=O)Nc2ccccc2)CC1,0.4
C[C@H](CO)N1C[C@H](C)[C@@H](CN(C)C(=O)NC2CCCCC2)Oc2c(NS(=O)(=O)c3cccs3)cccc2C1=O,0.2

# Overlap with the part before: two compounds, followed by the next part.
SMILES,TTR transcr act
CC1CCN(CCC(=O)Nc2ccccc2)CC1,0.4
C[C@H](CO)N1C[C@H](C)[C@@H](CN(C)C(=O)NC2CCCCC2)Oc2c(NS(=O)(=O)c3cccs3)cccc2C1=O,0.2
O=c1nc(-c2ccccc2)n(-c2ccccc2)c2ncccc12,-0.7
COCCNC(=O)C1CCCN(Cc2ccccc2)CC1 (stereo not drawn),-0.3
COc1ccc(Oc2coc3cc(O)ccc3c2=O)cc1,1.7
Cc1cc2ccc(C)c(C)c2nc1SCC#N,5.1
O=C(C[C@H]1C/C=C\CC[C@H](Cc2ccc(F)cc2)C(=O)OC[C@H]2CCCN2C1=O)NCCO,1.0
COc1ccc(/C=N\NC(=O)COc2ccccc2Cl)cc1Cn1nc(C)cc1C,-0.2
O=C(NCC1CCN(Cc2cccc(Cl)c2)CC1)Nc1ccccc1Cl,0.0
Cc1ccc(S(=O)(=O)/N=C/N(C)C)cc1,-0.6
O=C(O)CSCC(=O)NCc1csc2ccc(Cl)cc12,-0.9
COc1cc(S(=O)(=O)NC2CCCC2)ccc1-n1cnnn1,2.0
COc1ccc(S(=O)(=O)N2CCOCC2)cc1NC(=O)c1ccc2c(c1)OCO2,-1.0
CN(Cc1ccccc1)C(=O)c1ccc(NC(=O)Cc2ccc(NC(=O)C3CCN(C(=O)C4CCCCC4)CC3)cc2)cc1,-1.2
Cc1noc(C)c1C(=O)NCc1ccccc1F,1.7
OCCn1cnc2c(SCc3ccccc3)ncnc21,-0.4
O=C1CCCN1c1cc(Cl)ccc1Cl,0.5
Cc1cc(C)c2c(=O)n3c(nc2c1)C(CC(C)C)NC(=O)c1cc2ccccc2cc1-3 (stereo not drawn),0.1
Cn1nc(C(C)(C)C)cc1C(=O)Sc1cccc(Br)c1,-0.8
O=C(Cc1ccc(Br)cc1)OCC(=O)c1ccc2c(c1)OCCO2,-0.7
COCCN(C(=O)COC(=O)CCC1CCCC1)c1c(N)n(Cc2ccccc2)c(=O)[nH]c1=O,2.5
O=C(OCCCN=C1NS(=O)(=O)c2ccccc21)c1ccc(F)cc1,0.4
CC(=O)NNc1cc(C)nc(NS(=O)(=O)c2ccc(C)cc2)n1,0.1
CN(CC(=O)N1CCc2ccccc2C1)S(=O)(=O)c1ccc2c(c1)c(=O)n(C)c(=O)n2C,0.9
Cc1ncc([N+](=O)[O-])n1CC(=O)NCc1ccccc1,-1.2
O=C1N(Cc2ccc(F)cc2)CCN1c1ccc(F)cc1,2.0
N#C/C(=C\c1cccnc1)c1nc2c(s1)CCCC2,-1.6

# Assay outcomes: PubChem BioAssay, The Scripps Research Institute Molecular Screening Center
